High-throughput results deposited in PubChem by several laboratories.
STAT1 activator = STAT1 signaling activators, primary screen, cell-based, HTS, luciferase reporter; NIH 3T3 STAT1-luciferase reporter, IFN-gamma, luminescence; 100% = IFN-gamma alone, no compound; activation (% of control), % at 5.5 µM; 200,000 tested, 2.6% active; AID 932, 2007;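 active = activation above the screen-wide mean activation plus 3 SD, cut at about 130% in these data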;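 also: raw ratio to IFN-gamma control signal so 100% means no change and 0% no light; values of inactives mirror those of a sister screen read the other way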
Diaph act CS = compounds boosting diaphorase resazurin reduction – biochemical, uHTS, resorufin fluorescence, counter-screen for diaphorase-coupled primary assays, primary screen; Diaphorase/resazurin coupled assay, 16 min; hits give high values; 1 = vehicle wells, 0 = NADH-free wells; 190,000 tested, 0.005% active; AID 1229, 2008; activation factor at 20 µM;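 active = diaphorase activity raised at least twofold by the compound at 20 µM; inactive = activation factor below 2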
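Assay system: Purified diaphorase enzyme from Clostridium kluyveri | Amount: Enzyme 0.07 U/mL final | Dosing: Compound 20 µM once, DMSO 1% | Timing: 16 min reaction at room temperature | Detection: Fluorescence, excitation 544 nm and emission 590 nm | Evaluation: Higher resorufin formation from activation or reduction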
G6PDH CS = L. mesenteroides G6PDH inhibitors, counter-screen for G6PDH-coupled screening assays, biochemical, Leuconostoc mesenteroides enzyme. Purified L. mesenteroides G6PDH, diaphorase/resazurin coupled fluorescence, 45 min. inhibition, % at 5 µM. 200,000 tested, 0.12% active. glucose-6-phosphate dehydrogenase [Leuconostoc mesenteroides]; in the data active = inhibition above about 50%
TLR4-MyD88 BLA = inhibitors of TLR4-MyD88 association in cells, primary screen, cell-based, HeLa CL3-4, BLA complementation, FRET ratio; Toll-like receptor 4 (Homo sapiens) + Myeloid differentiation primary response protein …; inhibition, % at 8.4 µM; HeLa CL3-4 TLR4/MyD88 BLA complementation; 200,000 tested, 0.18% active; in the data active = inhibition above about 25%;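 also: 0% = vehicle and 100% = reference inhibitor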
Target sequence (O00206 whole entry, looked up): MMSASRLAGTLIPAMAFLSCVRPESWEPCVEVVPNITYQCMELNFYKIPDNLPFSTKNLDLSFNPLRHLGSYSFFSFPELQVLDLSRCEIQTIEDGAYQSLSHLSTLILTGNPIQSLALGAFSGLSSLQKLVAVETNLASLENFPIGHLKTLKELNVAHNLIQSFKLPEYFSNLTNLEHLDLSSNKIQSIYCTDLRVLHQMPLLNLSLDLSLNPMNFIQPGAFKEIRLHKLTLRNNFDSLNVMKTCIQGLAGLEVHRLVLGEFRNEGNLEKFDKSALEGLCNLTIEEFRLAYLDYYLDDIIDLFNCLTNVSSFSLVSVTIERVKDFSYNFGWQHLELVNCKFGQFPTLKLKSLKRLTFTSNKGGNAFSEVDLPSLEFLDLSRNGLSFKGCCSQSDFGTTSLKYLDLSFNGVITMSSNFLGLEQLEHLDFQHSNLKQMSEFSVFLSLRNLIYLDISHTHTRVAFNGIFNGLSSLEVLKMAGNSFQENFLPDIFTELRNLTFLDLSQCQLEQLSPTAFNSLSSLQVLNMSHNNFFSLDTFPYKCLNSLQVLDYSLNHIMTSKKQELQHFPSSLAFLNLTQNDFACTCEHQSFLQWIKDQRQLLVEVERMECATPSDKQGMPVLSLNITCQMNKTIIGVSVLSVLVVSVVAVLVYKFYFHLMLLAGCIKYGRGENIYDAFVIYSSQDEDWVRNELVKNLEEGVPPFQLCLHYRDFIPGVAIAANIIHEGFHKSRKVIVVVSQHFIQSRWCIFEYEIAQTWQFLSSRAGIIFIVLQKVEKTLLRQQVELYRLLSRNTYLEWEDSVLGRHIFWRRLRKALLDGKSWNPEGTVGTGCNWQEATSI
Target sequence (Q99836 whole entry, looked up): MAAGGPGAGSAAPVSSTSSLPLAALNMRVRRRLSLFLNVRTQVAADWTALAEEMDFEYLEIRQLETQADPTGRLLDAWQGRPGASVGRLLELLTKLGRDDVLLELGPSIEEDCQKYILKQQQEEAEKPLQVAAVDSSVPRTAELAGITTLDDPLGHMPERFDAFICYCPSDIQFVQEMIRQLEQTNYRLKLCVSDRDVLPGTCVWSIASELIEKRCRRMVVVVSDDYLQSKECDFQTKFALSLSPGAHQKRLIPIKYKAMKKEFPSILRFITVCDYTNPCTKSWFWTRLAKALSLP
Hsp70 activator = Hsp70 transcriptional activators, primary screen, cell-based, HeLa, Hsp70 promoter luciferase, luminescence, 10 µM; HeLa Hsp70 promoter luciferase reporter; scaled: vehicle 0, proteasome-inhibitor control 100%; 200,000 tested, 0.04% active; AID 1203, 2008; activation, % at 10 µM;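 active = activation above the mean across all tested compounds plus 3 SD, cutoff set per campaign, cut at about 5.5% in these data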;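 also: 100% = MG132 at 30 µM as the positive control and 0% = DMSO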
APP 5UTR inh = inhibitors of APP translation via 5'UTR reporter, primary screen, APP 5'UTR luciferase, SH-SY5Y cells. inhibition, % at 2 µM. 190,000 tested, 0.82% active. SH-SY5Y APP 5'UTR-luciferase reporter, luminescence. AID 1285, 2008;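 active = inhibition above a set limit, derived from the sample mean plus 3 SD, cut at about 45% in these data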; also: values of inactives mirror those of a sister screen read the other way
STAT3 act = IL-6 driven STAT3 reporter potentiators, primary screen, U3A cells, luciferase, luminescence, MLSCN library; IL-6 STAT3-luciferase reporter; 100% = signal with IL-6 EC80 alone; activation (% of control), % at 5.6 µM; 190,000 tested, 0.91% active;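 active = activation above the screen-wide mean of compound activation plus 3 SD, cut at about 130% in these data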;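 also: 0% = background luminescence of wells with medium and substrate only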
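system = STAT3-luciferase reporter U3A cells | reagent = IL-6 stimulus at 33 ng/mL final | timing = 1 h compound pre-exposure, 6 h IL-6 stimulation, 37 °C | measured by = luminescence | evaluation = % activation versus median of IL-6-stimulated wells | control set = IL-6-only wells as 100% reference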
STAT1 blocker = STAT1 signaling inhibitors, primary screen, cell-based, HTS, luciferase reporter. NIH 3T3 STAT1-luciferase reporter, IFN-gamma, luminescence. 200,000 tested, 0.35% active. inhibition, % at 5.5 µM;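 active = inhibition above a set limit, the mean inhibition across all tested compounds plus 3 SD, cut at about 34% in these data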;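 also: 0% = IFN-gamma with DMSO and 100% = IFN-gamma with 300 µM nifuroxazide; values of inactives mirror those of a sister screen read the other way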
Diaphorase inh = diaphorase inhibitors and chemical oxidizers, primary screen, counter-screen for diaphorase-coupled primary assays, biochemical, uHTS, resorufin fluorescence; diaphorase resazurin-to-resorufin fluorescence, NADH, 16 min; bacterial (C. kluyveri) enzyme, not human; inhibition, % at 20 µM; 190,000 tested, 0.69% active; AID 1217, 2008;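 active = primary screen inhibition at 20 µM above a set limit, cut at about 50% in these data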;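 also: plate controls were DMSO with full reaction for no effect and wells lacking NADH for full effect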
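System: Diaphorase enzyme from Clostridium kluyveri | Amount: Enzyme working solution with 0.14 U/mL diaphorase | Benchmarks: No-NADH positive control and DMSO neutral control | Signal: Fluorescence of resorufin formed from resazurin, Ex 544/Em 590 nm | Schedule: 16-min room-temperature incubation before reading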
STAT3 inh = IL-6 driven STAT3 reporter inhibitors, primary screen, U3A cells, luciferase, luminescence, MLSCN library | IL-6 STAT3-luciferase reporter; host cell line lacks STAT1 | 190,000 tested, 0.89% active | inhibition, % at 5.5 µM;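 active = inhibition above the mean inhibition across all screened compounds plus 3 SD, cut at about 44% in these data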;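 also: 0% = DMSO only wells and 100% = 100 µM nifuroxazide control wells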
Active calls of the source: *.

Screening CCOC(=O)C1=C(C)NC(C)=C(C(=O)OCC)C1C(=O)OCC(=O)N1CCCCC1CC (configuration not stated) returned STAT1 activator 95.4, Diaph act CS 1, G6PDH CS 20.4, TLR4-MyD88 BLA -0.3, Hsp70 activator -0.3, APP 5UTR inh -0.6, STAT3 act 105.1, STAT1 blocker 5.0, Diaphorase inh 4.0 and STAT3 inh 3.0.
For Cc1ccccc1-n1c(=O)c2ccccc2n2nnnc12 the results were STAT1 activator 102.0, Diaph act CS 0.8, G6PDH CS 6.4, TLR4-MyD88 BLA 5.9, Hsp70 activator -0.1, APP 5UTR inh -7.0, STAT3 act 99.4, STAT1 blocker -5.0, Diaphorase inh 19.1 and STAT3 inh 2.9.
Screening CCCCNC(=O)Cn1c(=O)n(C)c2ccccc21 returned STAT1 activator 105.8, Diaph act CS 0.9, G6PDH CS 3.7, TLR4-MyD88 BLA -11.2, Hsp70 activator -0.2, APP 5UTR inh -15.8, STAT3 act 106.7, STAT1 blocker -6.5, Diaphorase inh 13.6 and STAT3 inh -2.8.
`COc1ccc(-n2cnnc2SC(C)c2nc3sc(C)c(C)c3c(=O)[nH]2)cc1` (configuration not stated) gave STAT1 activator 98.3, Diaph act CS 0.8, G6PDH CS 10.7, TLR4-MyD88 BLA 3.3, Hsp70 activator 0.2, APP 5UTR inh -6.5, STAT3 act 106.3, STAT1 blocker 1.9, Diaphorase inh 22.7 and STAT3 inh -0.9.
O=S(=O)(/C=C/c1ccccc1)NCCc1ccccn1 was read as STAT1 activator 92.9, Diaph act CS 0.9, G6PDH CS 13.8, TLR4-MyD88 BLA -6.1, Hsp70 activator -0.1, APP 5UTR inh 9.5, STAT3 act 96.9, STAT1 blocker 7.8, Diaphorase inh 8.2 and STAT3 inh 5.5.
For CN(CCC#N)C(=O)c1ccc(CNS(=O)(=O)c2ccc(F)cc2)cc1 the results were STAT1 activator 90.9, Diaph act CS 0.9, G6PDH CS -1.0, TLR4-MyD88 BLA -9.6, Hsp70 activator -0.3, STAT3 act 95.4, STAT1 blocker 9.9, Diaphorase inh 13.2 and STAT3 inh 11.5.
Screening NNC(=O)CN1C(c2ccc(Cl)cc2)=Nc2ccc(Br)cc2C1c1ccccc1 (configuration not stated) returned STAT1 activator 105.3, Diaph act CS 0.8, G6PDH CS 4.8, TLR4-MyD88 BLA -14.9, Hsp70 activator -0.4, APP 5UTR inh 0.8, STAT3 act 104.9, STAT1 blocker -5.8, Diaphorase inh 20.2 and STAT3 inh 1.7.
Screening O=C(N1CCN=C1SCc1cccnc1)C12CC3CC(CC(C3)C1)C2 returned STAT1 activator 89.6, Diaph act CS 0.9, G6PDH CS 11.9, TLR4-MyD88 BLA 10.3, Hsp70 activator -0.3, APP 5UTR inh 3.7, STAT3 act 95.1, STAT1 blocker 11.3, Diaphorase inh 5.8 and STAT3 inh 9.7.
For CN(C)c1ccc(N=Nc2ccccc2C(=O)OCC(=O)NC2CCCC2)cc1 the results were STAT1 activator 115.4, Diaph act CS 0.9, G6PDH CS -23.8, TLR4-MyD88 BLA -3.0, Hsp70 activator -0.4, APP 5UTR inh -10.4, STAT3 act 105.7, STAT1 blocker -16.9, Diaphorase inh 13.1 and STAT3 inh -12.1.
For CC(SCc1ccccc1)C(=O)Nc1ccccc1-c1ccccc1 (configuration not stated) the results were STAT1 activator 96.2, Diaph act CS 0.9, G6PDH CS 1.0, TLR4-MyD88 BLA -37.0, Hsp70 activator -0.1, APP 5UTR inh 5.9, STAT3 act 103.7, STAT1 blocker 4.3, Diaphorase inh 11.8 and STAT3 inh -7.1.
Cc1sc2ncnc(OCC(=O)N3CCN(S(=O)(=O)c4ccc(Cl)cc4)CC3)c2c1C was read as STAT1 activator 91.2, Diaph act CS 0.7, G6PDH CS -15.4, TLR4-MyD88 BLA 1.7, Hsp70 activator -0.3, APP 5UTR inh 0.8, STAT3 act 99.7, STAT1 blocker 9.6, Diaphorase inh 32.7 and STAT3 inh 3.8.
For CCc1ccc2oc(-c3cc(N)ccc3Cl)nc2c1 the results were STAT1 activator 131.3*, Diaph act CS 0.9, G6PDH CS -0.9, TLR4-MyD88 BLA 2.7, Hsp70 activator -0.3, APP 5UTR inh -160.0, STAT3 act 122.5, STAT1 blocker -31.8, Diaphorase inh 11.1 and STAT3 inh -19.3.

Overlap with the part before: 3 compounds, followed by the next part.
For CC(SCc1ccccc1)C(=O)Nc1ccccc1-c1ccccc1 (configuration not stated) the results were STAT1 activator 96.2, Diaph act CS 0.9, G6PDH CS 1.0, TLR4-MyD88 BLA -37.0, Hsp70 activator -0.1, APP 5UTR inh 5.9, STAT3 act 103.7, STAT1 blocker 4.3, Diaphorase inh 11.8 and STAT3 inh -7.1.
Cc1sc2ncnc(OCC(=O)N3CCN(S(=O)(=O)c4ccc(Cl)cc4)CC3)c2c1C was read as STAT1 activator 91.2, Diaph act CS 0.7, G6PDH CS -15.4, TLR4-MyD88 BLA 1.7, Hsp70 activator -0.3, APP 5UTR inh 0.8, STAT3 act 99.7, STAT1 blocker 9.6, Diaphorase inh 32.7 and STAT3 inh 3.8.
For CCc1ccc2oc(-c3cc(N)ccc3Cl)nc2c1 the results were STAT1 activator 131.3*, Diaph act CS 0.9, G6PDH CS -0.9, TLR4-MyD88 BLA 2.7, Hsp70 activator -0.3, APP 5UTR inh -160.0, STAT3 act 122.5, STAT1 blocker -31.8, Diaphorase inh 11.1 and STAT3 inh -19.3.
Screening O=C(Cn1c(CSc2ccccc2)nc2ccccc21)Nc1ccccc1 returned STAT1 activator 105.2, Diaph act CS 0.8, G6PDH CS 2.0, TLR4-MyD88 BLA -2.5, Hsp70 activator -0.2, APP 5UTR inh -14.2, STAT3 act 100.0, STAT1 blocker -5.7, Diaphorase inh 15.6 and STAT3 inh 4.6.
For COc1ccc(CC(=O)N2CCN=C2SC)cc1OC the results were STAT1 activator 107.5, Diaph act CS 0.9, G6PDH CS 6.9, TLR4-MyD88 BLA 9.8, Hsp70 activator -0.4, APP 5UTR inh -14.5, STAT3 act 102.6, STAT1 blocker -7.9, Diaphorase inh 7.3 and STAT3 inh -3.6.
`Cc1ccc(S(=O)(=O)NCc2nnc(SCC(=O)Nc3cccc(C)c3C)n2C)cc1` gave STAT1 activator 97.9, Diaph act CS 0.9, G6PDH CS 5.2, TLR4-MyD88 BLA -3.4, Hsp70 activator -0.2, APP 5UTR inh -7.4, STAT3 act 101.9, STAT1 blocker 2.3, Diaphorase inh 14.5 and STAT3 inh 2.3.
For CC(=O)Nn1c(C)nnc1-n1nc(C)cc1C the results were STAT1 activator 107.1, Diaph act CS 0.8, G6PDH CS 1.6, TLR4-MyD88 BLA -7.0, Hsp70 activator 0.0, APP 5UTR inh 1.1, STAT3 act 100.3, STAT1 blocker -9.6, Diaphorase inh 18.7 and STAT3 inh 4.0.
`COC(=O)c1cc(N=CC2=C(O)CC(C)(C)CC2=O)cc(C(=O)OC)c1` gave STAT1 activator 101.7, Diaph act CS 0.9, G6PDH CS 8.2, TLR4-MyD88 BLA -12.4, Hsp70 activator -0.3, APP 5UTR inh -8.3, STAT3 act 103.6, STAT1 blocker -1.9, Diaphorase inh 6.9 and STAT3 inh -6.8.
Screening O=C(NCCN1CCN(c2ccccc2)CC1)C1CCCN(S(=O)(=O)c2cnc[nH]2)C1 (configuration not stated) returned STAT1 activator 106.6, Diaph act CS 1, G6PDH CS 15.3, TLR4-MyD88 BLA 1.5, Hsp70 activator -0.2, APP 5UTR inh -5.9, STAT3 act 93.1, STAT1 blocker -7.3, Diaphorase inh 1.7 and STAT3 inh 13.3.
`CC(O)(CS(=O)(=O)Cc1ccc(Cl)cc1)C(=O)Nc1cccc(C(F)(F)F)c1` (configuration not stated) gave STAT1 activator 105.3, Diaph act CS 0.9, G6PDH CS 4.7, TLR4-MyD88 BLA 6.1, Hsp70 activator -0.1, APP 5UTR inh 4.8, STAT3 act 104.6, STAT1 blocker -5.8, Diaphorase inh 12.3 and STAT3 inh 0.2.
For CCn1cc[n+](C)c1P(c1ccccc1)c1ccccc1 the results were STAT1 activator 88.9, Diaph act CS 0.8, G6PDH CS 6.3, TLR4-MyD88 BLA -4.1, Hsp70 activator -0.5, APP 5UTR inh -4.1, STAT3 act 77.3, STAT1 blocker 12.4, Diaphorase inh 17.6 and STAT3 inh 28.0.
CC(=O)Nc1c(O)nc(SCc2ccc(Cl)cc2)[nH]c1=O was read as STAT1 activator 104.1, Diaph act CS 0.9, G6PDH CS 25.8, TLR4-MyD88 BLA 5.4, Hsp70 activator -0.2, APP 5UTR inh -8.0, STAT3 act 96.8, STAT1 blocker -4.6, Diaphorase inh 5.9 and STAT3 inh 1.4.
Screening Cc1ccc(S(=O)(=O)n2[nH]c(=O)cc2N)cc1 returned STAT1 activator 97.3, Diaph act CS 0.9, G6PDH CS -4.7, TLR4-MyD88 BLA 0.8, Hsp70 activator -0.1, APP 5UTR inh 4.3, STAT1 blocker 4.4 and Diaphorase inh 8.4.
Screening Cc1cccc(OCCCC(=O)Nc2ccc3c(c2)OCO3)c1 returned STAT1 activator 98.9, Diaph act CS 0.8, G6PDH CS 13.5, TLR4-MyD88 BLA -2.6, Hsp70 activator -0.1, APP 5UTR inh -11.2, STAT3 act 95.9, STAT1 blocker 1.2, Diaphorase inh 15.0 and STAT3 inh 9.9.
